# Tb MetRS inh – T. brucei MetRS inhibitors, primary screen, biochemical, luminescence; inhibition, % at 11.9 µM; hit rate 0.4% among 360,000; AID 624268, 2012; purified T. brucei MetRS, ATP depletion, Kinase-Glo luminescence;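 active = inhibition above a per-plate cutoff of the control wells' mean inhibition plus 3 SD, cut at about 5.5% in these data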;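 note: 0% = DMSO wells median and 100% = median of wells with control inhibitor compound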
#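 Material – parasite MetRS enzyme · Medium – HEPES-MgCl2-KCl buffer plus DTT, spermine, BSA, pyrophosphatase · Reagent – ATP, methionine and E. coli bulk tRNA substrates · Times – 15 min enzyme-compound preincubation, 2 h reaction, 10 min detection, 25 °C · Measured by – luminescence of leftover ATP · Evaluation – percent inhibition relative to median high and low control wells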
# NadD block – inhibitors of S. aureus NadD, primary screen, biochemical, colorimetric, uHTS. purified NadD enzyme, colorimetric absorbance read-out. inhibition, % at 20 µM. hit rate 0.78% among 360,000. Nicotinate-nucleotide adenylyltransferase NadD (Staphylococcus aureus N315). AID 602399, 2012; in the data active = inhibition above about 26%; note: some compounds past the cut are filed as inactive
# DNMT1 block – human DNMT1 methyltransferase inhibitors, primary screen, biochemical, molecular beacon, fluorescence, HinP1I cleavage, uHTS; DNA (cytosine-5)-methyltransferase 1 (Homo sapiens), P26358; inhibition (reported as % activation of signal), % at 10 µM; hit rate 0.83% among 360,000; AID 588458, 2011; in the data active = inhibition above about 50%
# SUMO1 PPI mod – modulators of SUMO1 protein-protein interactions, primary screen, biochemical, uHTS. Small ubiquitin-related modifier 1 (Homo sapiens), P63165. SUMO1 binding to a labelled peptide, TR-FRET, 1 h. inhibition, % at 20 µM. hit rate 0.33% among 360,000; in the data active = inhibition above about 37%
# Rpn11 inh – Rpn11 (PSMD14) deubiquitinase inhibitors, primary screen, biochemical, fluorescence polarization, uHTS; 26S proteasome non-ATPase regulatory subunit 14 (Homo sapiens), O00487; human 26S proteasome, Ub4-pepOG fluorescence polarization; 20S core pre-blocked with epoxomicin; calls only at 20 µM; hit rate 0.59% among 360,000;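 active = inhibition at 20 µM, scaled to each plate's controls, above about 33%, limit read from the data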
# Scp1 inh – Scp-1 phosphatase inhibitors, primary screen, biochemical, colorimetric, uHTS; Carboxy-terminal domain RNA polymerase II polypeptide A small phosphatase 1 (Homo …; Recombinant Scp1, phosphopeptide, malachite green phosphate absorbance; inhibition, % at 20 µM; hit rate 0.88% among 340,000;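 active = inhibition above about 50% at 20 µM, limit read from the data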;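 note: plate controls were DMSO wells with enzyme for no effect and wells lacking enzyme for full effect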
# Target sequence (Q9GZU7 76-261 limits assumed): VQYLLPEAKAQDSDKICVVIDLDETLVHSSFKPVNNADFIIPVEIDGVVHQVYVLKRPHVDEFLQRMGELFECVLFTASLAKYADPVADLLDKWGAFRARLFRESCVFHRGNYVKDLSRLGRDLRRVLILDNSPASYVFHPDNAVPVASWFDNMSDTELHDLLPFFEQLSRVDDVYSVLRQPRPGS
#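 Test system: SCP-1 catalytic domain; Buffer or medium: Acidic Tris acetate buffer with magnesium and detergent; Also added: Phosphorylated 17-residue peptide substrate; Compound: single 20 µM dose, 1% DMSO; Schedule: enzyme reaction 45 min at room temperature, colour 5 min, stabilisation 30 min; Signal: Phosphate-binding colour reagent, absorbance read at 630 nm.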
# STEP inh – STEP phosphatase inhibitors, primary screen, biochemical, fluorescence intensity, uHTS; Tyrosine-protein phosphatase non-receptor type 5 (Homo sapiens), P54829; recombinant STEP, OMFP fluorogenic substrate; inhibition, % at 20 µM; hit rate 0.25% among 360,000; AID 588621, 2011;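 active = inhibition at 20 µM, scaled per plate between control wells, above about 37%, limit read from the data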;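 note: 0% = DMSO with enzyme and substrate and 100% = substrate only without enzyme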
# Target sequence (P54829 whole entry, looked up): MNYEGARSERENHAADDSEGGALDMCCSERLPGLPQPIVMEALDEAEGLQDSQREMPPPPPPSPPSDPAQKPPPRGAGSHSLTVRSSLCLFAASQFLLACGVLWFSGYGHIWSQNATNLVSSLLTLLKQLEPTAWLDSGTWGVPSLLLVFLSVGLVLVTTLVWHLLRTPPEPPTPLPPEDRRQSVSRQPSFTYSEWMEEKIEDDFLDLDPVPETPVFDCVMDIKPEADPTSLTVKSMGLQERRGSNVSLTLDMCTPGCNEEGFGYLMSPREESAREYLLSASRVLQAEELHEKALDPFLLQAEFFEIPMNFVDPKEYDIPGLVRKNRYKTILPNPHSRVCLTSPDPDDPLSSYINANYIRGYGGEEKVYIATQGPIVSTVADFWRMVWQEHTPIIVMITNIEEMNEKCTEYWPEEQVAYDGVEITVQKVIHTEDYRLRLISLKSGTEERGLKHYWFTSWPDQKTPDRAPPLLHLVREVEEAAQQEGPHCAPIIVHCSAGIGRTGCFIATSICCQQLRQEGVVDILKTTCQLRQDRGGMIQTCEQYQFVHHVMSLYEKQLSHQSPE
#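 Also added – OMFP at 25 µM · Test system – STEP tyrosine phosphatase · Technique – FITC-channel fluorescence of OMFP product · Schedule – 20 min at room temperature, dark · Evaluation – control-normalized % inhibition with plate pattern correction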
# CSN inh – inhibitors of CSN-mediated cullin deneddylation, primary screen, biochemical, fluorescence polarization, uHTS; Purified CSN, SCF-Nedd8-OG deneddylation; hit rate 0.38% among 360,000; inhibition, % at 12.5 µM; COP9 signalosome complex subunit 5 (Homo sapiens), Q92905;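 active = pattern-corrected inhibition above about 35%, with an unprinted fluorescence ratio check between 0.5 and 1.5, limit read from the data, passing the limit was not always enough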;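 note: 0% = enzyme with substrate and 100% = substrate without enzyme; some results filed as inactive read as strong as hits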
# Target sequence (Q92905 whole entry, looked up, one chain of several): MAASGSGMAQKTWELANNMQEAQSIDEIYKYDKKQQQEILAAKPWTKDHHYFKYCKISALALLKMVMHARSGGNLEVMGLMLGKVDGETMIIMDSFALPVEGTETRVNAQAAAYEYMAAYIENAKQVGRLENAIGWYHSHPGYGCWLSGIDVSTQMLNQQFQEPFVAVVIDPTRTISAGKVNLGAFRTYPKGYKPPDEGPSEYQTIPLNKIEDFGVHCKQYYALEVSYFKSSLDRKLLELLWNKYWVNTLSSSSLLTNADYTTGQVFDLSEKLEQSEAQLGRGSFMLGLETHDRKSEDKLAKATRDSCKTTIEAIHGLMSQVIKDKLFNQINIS
#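 Test system: Human Csn5 produced in HEK293T cells | Compound: 12.5 µM single point | Times: 90 min, room temperature | Signal: Fluorescence polarization readout | Read-out basis: % inhibition of substrate cleavage by Csn5 | Controls: no-enzyme wells high, enzyme-with-substrate wells low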
# LMPTP block – LMPTP phosphatase inhibitors, primary screen, biochemical, fluorescence intensity, uHTS; Low molecular weight phosphotyrosine protein phosphatase (Homo sapiens), P24666; recombinant LMPTP-A, OMFP fluorogenic substrate; inhibition, % at 20 µM; hit rate 0.22% among 360,000; AID 651560, 2012;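 active = compounds that cut the enzyme signal by at least half of the control window in the single-dose screen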;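 note: plate controls were DMSO wells with enzyme plus substrate for no effect and substrate without enzyme for full effect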
#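 Test system: LMPTP-A, protein tyrosine phosphatase of low molecular weight; Input: 0.625 nM enzyme; Incubation: 50 min dark incubation at room temperature; Signal: endpoint fluorescence intensity from OMFP dephosphorylation; Read-out basis: % inhibition versus control wells.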
# MLLE-PAM2 inh – inhibitors of PABP1 MLLE–PAM2 peptide binding, primary screen, biochemical, fluorescence polarization, FITC-PAM2, GST-MLLE. hit rate 0.36% among 360,000. AID 588489, 2011. inhibition, % at 20 µM; in the data active = inhibition above about 35%, passing the limit was not always enough;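 note: plate controls were DMSO wells with GST-MLLE for no effect and wells lacking GST-MLLE protein for full effect; some results filed as inactive read as strong as hits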
# Starred values were filed as active, the others as inactive; i = inactive; . = not tested or not shown; + = active, no number.
# Preview:
# Every second line gives: Rpn11 inh	MLLE-PAM2 inh	NadD block	Tb MetRS inh	CSN inh	SUMO1 PPI mod	DNMT1 block	STEP inh	Scp1 inh	LMPTP block
COc1ccc(NC(=O)N(C)C[C@H]2Oc3ccc(NC(=O)Cc4ccccc4)cc3C(=O)N([C@H](C)CO)C[C@@H]2C)cc1
  i	-6	1	0.1	4	5	1	0	2	-0.3
CCc1ccc(OCC(O)CN2CCN(c3ccccn3)CC2)cc1 (stereo not drawn)
  i	8	-3	0.0	0	15	-3	0	1	-2.0

# This part in full, from the first entry:
# Every second line gives: Rpn11 inh	MLLE-PAM2 inh	NadD block	Tb MetRS inh	CSN inh	SUMO1 PPI mod	DNMT1 block	STEP inh	Scp1 inh	LMPTP block
COc1ccc(NC(=O)N(C)C[C@H]2Oc3ccc(NC(=O)Cc4ccccc4)cc3C(=O)N([C@H](C)CO)C[C@@H]2C)cc1
  i	-6	1	0.1	4	5	1	0	2	-0.3
CCc1ccc(OCC(O)CN2CCN(c3ccccn3)CC2)cc1 (stereo not drawn)
  i	8	-3	0.0	0	15	-3	0	1	-2.0
CC(C)(C)NC(=O)C(c1cccc2ccccc12)n1c(=O)c(-c2ccccc2)nc2ccccc21 (stereo not drawn)
  .	.	.	-1.0	-2	-2	.	.	.	0.5
CC(C)CCn1cnc2c(cnn2-c2ccc(F)cc2)c1=O
  i	3	-5	-1.0	1	1	0	-4	-4	-1.7
O=C(N/N=C/c1ccccc1)c1ccc(CN2C(=O)c3cccc4cccc2c34)cc1
  +	-52	15	0.2	8	-6	53*	10	40	3.5
CC(Oc1ccc(Cl)cc1)c1ccnc(N)n1 (stereo not drawn)
  i	-1	-4	0.1	-3	-3	1	-3	2	0.0
O=S1(=O)C[C@H](N2CCN(CCO)CC2)[C@@H](COCc2ccccc2)N1
  i	3	-9	0.5	-3	1	10	-2	.	-3.8
CN(C(=O)COC(=O)c1ccc(Cl)c(N)c1)c1ccccc1
  i	5	-2	0.1	-12	-2	1	1	-1	-0.6
Cc1cc(C)n2ncc(C(=O)Nc3ccc4c(c3)OCO4)c2n1
  i	6	-4	-1.3	-4	1	1	-2	-2	-0.9
CCOc1cccc(CN2CCCC(CNC(=O)c3cccc(OC)c3OC)C2)c1 (stereo not drawn)
  i	1	1	-0.2	-4	2	-1	-1	-6	0.1
Cn1c(C(=O)NCCCN2CCOCC2)cc2c(=O)n(C)c3ccccc3c21
  i	2	-2	0.1	3	11	1	8	0	-0.1
CSc1nsc(/C=C/Nc2ccc(O)cc2C)c1C#N
  .	-45	16	0.1	17	4	-37	-5	-10	1.0
COc1ccc(N(CC(=O)Nc2cccc(C)c2)S(=O)(=O)c2c(C)n[nH]c2C)cc1
  i	3	4	-1.0	0	3	2	2	-5	-0.5
Cc1ccc(C(c2ccc(C)c(C)c2)C(O)C2OC(=O)C(O)C2O)cc1C (stereo not drawn)
  i	-9	8	-0.5	-3	4	12	0	53*	3.0
NS(=O)(=O)c1ccc(N2CCCCCC2)c([N+](=O)[O-])c1
  i	12	-2	0.2	2	-16	0	2	-3	2.2
O=C1C2ON(c3ccccc3)C(c3ccncc3)C2C(=O)N1c1ccc(N2CCOCC2)cc1 (stereo not drawn)
  i	2	2	-0.9	5	5	8	-1	10	-0.9
COC(=O)c1ccc(CSc2nnc(Nc3ccc(C)cc3)s2)o1
  i	-59	-2	7.5*	-2	3	-6	-2	-5	2.2
O=C(c1ccco1)[C@@H]1[C@@H]2C(=O)N(c3ccccc3)C(=O)[C@@H]2C2c3ccccc3C=CN21 (stereo partly drawn)
  i	37	8	1.3	1	10	-5	2	-4	1.8
Cc1ccc(NC(=O)Nc2nnc(-c3ccncc3)s2)cc1C
  i	-15	6	-0.3	16	-3	-2	3	-1	6.9
Cc1nc2ccc(NC(=O)c3cccc(S(=O)(=O)N4CCOCC4)c3)cc2s1
  i	-17	-1	-0.1	4	1	-1	-1	-10	1.2

# (list continues)
# Every second line gives: Rpn11 inh	MLLE-PAM2 inh	NadD block	Tb MetRS inh	CSN inh	SUMO1 PPI mod	DNMT1 block	STEP inh	Scp1 inh	LMPTP block
Cc1cccc(NC(=O)CNC(=O)COC(=O)CCS(=O)(=O)c2ccccc2)c1C
  i	-9	-4	-0.3	6	-2	3	-1	-7	-0.4
CCc1nnc(SC(C)C(=O)Nc2nccs2)n1C (stereo not drawn)
  i	2	0	-0.1	-3	-4	0	-1	-2	-1.3
COC(=O)c1ccc(CSc2nnc(CNC(=O)c3ccccc3F)o2)o1
  i	18	-1	0.1	3	-1	1	0	-6	-0.3
CCCCN(CC)Cc1ccc(CNC(=O)Nc2ccccc2)o1
  i	4	-6	-0.2	0	-2	-1	-2	-4	-1.2
COCCN1C=C2C(=O)C(C)(OC(=O)C3CCCC3)C(=O)C(c3ccccc3)=C2C=C1CCCC(=O)OC (stereo not drawn)
  i	32	3	-0.2	-1	-18	-11	0	-3	0.6
COc1ccc(CC(=O)OCC(=O)N(CC(C)C)c2c(N)n(Cc3ccccc3)c(=O)[nH]c2=O)cc1
  i	-12	3	0.0	-4	6	2	-3	-2	0.8
CCc1noc(C)c1C(=O)OCC(=O)NC(=O)c1ccccc1
  i	5	0	0.3	0	2	1	2	-8	-0.2
O=C(CSc1nnc(-c2ccncc2)n1C1CCCCC1)Nc1ccccc1
  i	-33	0	0.5	-2	-3	-2	2	-13	0.1
COC(=O)c1c(NC(=S)Nc2cc(OC)c(Cl)cc2OC)sc2c1CCCCC2
  i	47*	10	-0.8	1	-1	-5	0	-7	4.3
Cc1ccc([N+](=O)[O-])cc1NC(=O)CN(C1CCCCC1)S(=O)(=O)c1ccc(Cl)cc1
  i	-1	-3	-0.6	1	-4	-3	1	-9	3.1
O=C(Nc1cccc(-c2cn3ccccc3n2)c1)c1ccccc1
  i	-4	-3	-1.5	-6	0	6	-1	0	7.2
Cc1ccc(NC(=O)CCC(=O)N/N=C/c2coc3ccc(F)cc3c2=O)cc1
  i	-49	-1	-0.2	11	-2	11	-1	6	-3.2
Cc1ccc(NC(=O)C2CCN(S(=O)(=O)c3cccc4nonc34)CC2)nc1
  i	-2	-2	-0.8	6	-14	1	-3	-3	-1.3
O=C(N/N=C/c1ccsc1)c1ccc2c(c1)OCO2
  i	10	8	-0.5	0	3	3	-1	-4	-1.1
O=C(NCCN1C(=O)S/C(=C\c2ccccc2)C1=O)c1cc(S(=O)(=O)N2CCOCC2)c(Cl)cc1Cl
  i	-13	0	-0.1	-5	-9	-6	-1	-5	0.6
CCOc1ccc2[nH]c(=O)c(CN(Cc3cccnc3)C(=O)Nc3ccccc3OC)cc2c1
  i	17	-1	0.5	-3	-1	-1	-1	-5	-0.5
Nc1nc(SCc2ccc(Cl)cc2)[nH]c(=O)c1-c1ccccc1
  i	10	6	0.0	6	0	2	-2	4	1.7
O=C1C(Nc2cccc(O)c2)=C(N2CCCCC2)C(=O)c2ccccc21
  i	49*	-2	0.4	-5	24	14	1	1	1.6
CC(C)(C)CC(=O)Nc1cc(S(=O)(=O)N2CCOCC2)ccc1N1CCCC1
  i	-19	1	0.0	2	-5	32	0	-12	0.8
CCc1ccc(C(=O)COC(=O)c2ccco2)cc1
  i	13	-2	-0.4	4	1	0	0	-2	-0.9

# Following part
# Every second line gives: Rpn11 inh	MLLE-PAM2 inh	NadD block	Tb MetRS inh	CSN inh	SUMO1 PPI mod	DNMT1 block	STEP inh	Scp1 inh	LMPTP block
CC(=O)c1cc(F)c(N2CCN(C(=O)c3ccco3)CC2)cc1C
  i	6	-4	-0.8	-4	0	-1	-3	1	1.3
C=C(C)CNC(=S)NN=C1c2ccccc2-c2ccccc21
  i	9	6	-0.1	4	-8	-1	1	-7	2.5
O=C(NC(=S)N1CCN(c2ccc([N+](=O)[O-])cc2)CC1)c1ccco1
  i	-24	-1	1.5	3	-20	-2	3	-6	2.4
O=C1CSC(=Nc2ccc(Cl)cc2)N1Cc1cccnc1
  i	-3	4	0.2	3	5	1	3	-7	-0.5
Cc1nnc(NC(=O)CSc2nnc(NC(=O)C(C)(C)C)s2)s1
  i	-15	4	0.1	1	0	-2	2	-21	0.2
O=C(c1cccs1)N(Cc1cccc(F)c1)C1CCS(=O)(=O)C1 (stereo not drawn)
  i	-2	0	0.2	3	2	-1	0	-5	-1.9
CCN(CC)CC(=O)Nc1c(C#N)cnn1-c1ccccc1
  i	18	3	-0.1	-1	3	-2	-4	-7	-0.1
O=C(NCCCN1CCOCC1)C1CCCN(S(=O)(=O)N2CCCCC2)C1 (stereo not drawn)
  i	4	-4	0.1	-2	-4	3	-3	-3	-3.9
COc1ccc(Cl)cc1S(=O)(=O)NCCCn1ccnc1
  i	-1	-6	1.4	3	1	-1	-3	-4	-4.6
COc1cc(C(=O)NC2CCN(C)CC2)ccc1Nc1ncc2c(n1)N(C1CCCCC1)CCC(=O)N2C
  i	4	-4	-0.3	-5	6	4	-2	-4	1.1
Fc1ccccc1Cc1nnc2n1N=C(c1ccc(Cl)cc1)CS2
  i	-1	-1	-0.1	4	0	4	-2	-2	1.2
O/N=C1\CCSc2ccc(F)cc21
  i	0	-2	-1.0	1	3	0	-3	-11	-1.0
CCCN(C(=O)CSc1ncccn1)C1CCS(=O)(=O)C1 (stereo not drawn)
  i	-12	-3	-0.5	-2	4	1	0	-5	-1.3
NC(=O)C(=O)N/N=C/c1c(F)c(F)c(F)c(F)c1F
  i	15	-5	-0.8	-4	-4	0	1	-1	-1.3
O=C1CN(Cc2nc3cc(Cl)ccc3c(=O)[nH]2)CCN1
  i	-24	-3	0.4	3	-1	1	16	1	-2.2
COc1ccccc1N1CCN(C(=O)C2CCCCN2S(=O)(=O)c2ccc(C)cc2)CC1 (stereo not drawn)
  i	15	-2	0.1	1	-4	3	-6	-1	0.3

# Assay outcomes from PubChem.
